EBI2 antag: EBI2 receptor antagonists, beta-arrestin recruitment, primary screen, cell-based, luminescence, 7a,25-OHC stimulation, uHTS. 7a,25-OHC stimulated. 360,000 tested, 0.81% active. G-protein coupled receptor 183 (Homo sapiens), P32249. inhibition, % at 5 µM; in the data active means inhibition above about 38%;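 further: enzyme fragment complementation signal reports receptor beta-arrestin coupling in cells; 0% = agonist plus DMSO wells and 100% = wells without agonist; some results beyond the cut were filed as inactive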
UPR XBP1 act: activators of adaptive XBP1 UPR arm, primary screen, cell-based, CHO-XBP1 luciferase reporter, luminescence, uHTS. IRE1-XBP1 UPR activation; percent of tunicamycin response, DMSO as zero. activation, % at 20 µM. 330,000 tested, 0.33% active;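 active means versus positive control, 20 µM dose yields 30% or more activation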;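 further: 100% = tunicamycin at 10 µg/mL and 0% = DMSO only wells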
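Material: CHO-XBP1 cells stably carrying IRE1-XBP1-driven luciferase reporter / Amount: 1000 cells per well / Compound: 20 µM, 1% DMSO / Times: 6 h treatment, 37 °C / Detection: luciferase luminescence / Measure: % activation of reporter signal versus tunicamycin and DMSO controls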
Gli-Sufu block: Gli-Sufu pathway antagonists, primary screen, luciferase luminescence, Sufu-KO-LIGHT cells, uHTS; inhibition, % at 5 µM; 340,000 tested, 0.74% active; Sufu-KO-LIGHT fibroblasts, Gli luciferase reporter luminescence;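 active means inhibition above about 55%, limit read from the data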;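 further: 0% = DMSO-treated cells and 100% = wells with medium but no cells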
CCR6 antagonist: CCR6 receptor antagonists, primary screen, cell-based, CHO-K1, luminescence, beta-arrestin, uHTS | CHO-K1 CCR6 PathHunter beta-arrestin, CCL20-stimulated | inhibition, % at 20 µM | 340,000 tested, 0.49% active;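 active means compounds whose inhibition of the agonist-driven luminescence signal at 20 µM reaches about 50%, limit read from the data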;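 further: cells stimulated with CCL20 at 14 nM final; plate controls were DMSO with CCL20 for no effect and DMSO without agonist for full effect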
Target sequence (P51684 whole entry, looked up): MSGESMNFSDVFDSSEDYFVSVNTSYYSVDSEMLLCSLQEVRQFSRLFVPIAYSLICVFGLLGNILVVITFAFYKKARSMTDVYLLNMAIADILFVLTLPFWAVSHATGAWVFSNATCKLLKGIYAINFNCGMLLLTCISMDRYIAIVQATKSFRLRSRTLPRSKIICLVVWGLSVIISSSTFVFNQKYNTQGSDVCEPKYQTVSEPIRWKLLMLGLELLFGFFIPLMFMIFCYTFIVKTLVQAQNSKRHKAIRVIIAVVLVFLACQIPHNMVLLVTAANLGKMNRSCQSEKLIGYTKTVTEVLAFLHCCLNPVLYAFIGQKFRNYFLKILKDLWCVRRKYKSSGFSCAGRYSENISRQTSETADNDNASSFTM
Mdm2-MdmX inh: inhibitors of human Mdm2-MdmX association, primary screen, cell-based, luminescence, split luciferase, SaOS-2, uHTS. Protein Mdm4 (Homo sapiens) + E3 ubiquitin-protein ligase Mdm2 (Homo sapiens), …. SaOS-2 split-luciferase Mdm2/MdmX complementation. inhibition, % at 8 µM. 330,000 tested, 3% active. AID 485346, 2010;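 active means inhibition of at least 50% at 8 µM in the primary screen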
CHOP UPR activ: activators of apoptotic CHOP UPR arm, primary screen, cell-based, CHO-CHOP luciferase reporter, luminescence, uHTS | UPR activation; percent of tunicamycin response over DMSO baseline | activation, % at 10 µM | 330,000 tested, 0.34% active;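 active means at 10 µM dose, activation of 40% or more, normalized to positive control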;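 further: 100% = tunicamycin at 10 µg/mL and 0% = DMSO alone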
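Material: CHO-CHOP cells, stable luciferase reporter of PERK-eIF2a-CHOP signalling; quantity: 500 reporter cells seeded per well; buffer or medium: F12 medium containing 10% fetal bovine serum; compound: one dose, 10 µM in 0.5% DMSO; incubation: 6 h compound treatment, 37 °C; measured by: Steady-Glo luciferase luminescence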
Jurkat NFkB inh: inhibitors of induced NF-kB luciferase reporter, primary screen, TCR NF-kB activation inhibitor project, cell-based, luminescence, uHTS. 330,000 tested, 0.53% active. inhibition, % at 4 µM. AID 435003, 2010. Jurkat, PMA/ionomycin-induced NF-kB luciferase reporter; in the data active means inhibition above about 50%
697 NFkB inh: inhibitors of PMA/ionomycin-induced NF-kB reporter, 697 cells, primary screen, B-cell NF-kB inhibitor project, cell-based, luminescence, uHTS | 697 B-cell NF-kB luciferase reporter, 16 h | inhibition, % at 4 µM | 330,000 tested, 0.33% active; in the data active means inhibition above about 35%
CXCR6 inh: CXCR6 receptor inhibitors, primary screen, cell-based, beta-arrestin, luminescence, CHO-K1 PathHunter, 1536-well; inhibition, % at 20 µM; 360,000 tested, 0.36% active; AID 602244, 2012; C-X-C chemokine receptor type 6 (Homo sapiens), O00574; in the data active means inhibition above about 34%, passing the limit was not always enough;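 further: antagonist mode with CXCL16 agonist at 10 nM final; 0% = 10 nM CXCL16 with DMSO and 100% = unstimulated wells without agonist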
Target sequence (O00574 whole entry, looked up): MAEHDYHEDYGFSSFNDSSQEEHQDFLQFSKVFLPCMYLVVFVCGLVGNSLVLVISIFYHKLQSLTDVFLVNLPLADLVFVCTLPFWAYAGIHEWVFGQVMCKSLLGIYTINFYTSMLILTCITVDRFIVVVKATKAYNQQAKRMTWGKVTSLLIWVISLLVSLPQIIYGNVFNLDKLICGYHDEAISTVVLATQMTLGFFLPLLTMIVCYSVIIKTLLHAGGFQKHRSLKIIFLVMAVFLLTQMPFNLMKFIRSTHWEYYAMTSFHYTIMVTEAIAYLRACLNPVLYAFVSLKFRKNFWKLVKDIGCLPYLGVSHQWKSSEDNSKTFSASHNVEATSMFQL
* hit, by the source's call; · = no result given.

Results follow in this order: CXCR6 inh, Jurkat NFkB inh, CCR6 antagonist, UPR XBP1 act, CHOP UPR activ, Gli-Sufu block, Mdm2-MdmX inh, 697 NFkB inh, EBI2 antag
- Cc1cc(C)n(CCN(C)C(=O)c2cc(COc3c(F)cccc3F)on2)n1
  -5, -5, -7, 3, -0.3, 3, -7, -23, -5
- CCOc1ccc2nc(NCCNC(=O)c3cc(OC)c(OC)c(OC)c3)c(C#N)cc2c1
  -19, 12, -3, 2, -0.9, -7, 2, 27, -8
- COc1ccc(/C=N/N=C2/NC(=O)C(c3ccccc3)(c3ccccc3)S2)cc1
  7, -6, 2, -2, 0.2, 5, 61*, 14, -11
- COc1ccc(CN2CCN(C(=O)CN3C(=O)C4C5C=CC(C5)C4C3=O)CC2)c(OC)c1OC (stereo not drawn)
  -2, 6, -3, 1, -2.5, 62*, 14, -28, 2
- O=C(CNC(=O)c1ccccn1)N/N=C/c1ccc2c(c1)OCO2
  4, -3, 10, 5, 0.2, -14, 12, -4, 5
- CCOC(=O)[C@@H]1[C@H]2COc3ccccc3[C@H]2N2C(=O)N(c3cccc(F)c3)C(=O)[C@]12C
  4, 9, 0, -1, 3.2, 5, -25, 16, 1
- Oc1ccc(-c2nnc(Nc3cccc(O)c3)c3ccccc23)cc1
  -4, 4, 6, -1, 2.9, 2, 10, 14, -3
- COc1ccc(C(=O)N/C(=C\c2cn(S(=O)(=O)N(C)C)c3ccccc23)C(=O)NC(C)C)cc1
  -5, 8, 0, 0, 1.3, -1, -1, 5, 7
- O=C(Nc1nc2ccccc2n1CCN1CCCC1)c1ccc(Cl)cc1
  23, -49, 36, 0, 5.1, 5, -24, -80, 5
- COc1ccccc1NC(=O)Cn1nc(-c2ccc3c(c2)OCCO3)ccc1=O
  6, 1, 6, 6, 0.2, 0, -1, -14, 9
- CCn1ccc(C(=O)Nc2ccc3c(c2)CCC3)n1
  4, -137, 7, -2, -4.1, -51, -96, -193, 4
- COc1ccc(-c2noc(CCC(=O)N3CCN(c4cccc(OC)c4)CC3)n2)cc1
  -5, ·, 28, 0, 2.9, 0, 23, -3, 3
- Cc1cccc(C(=O)Nc2ccc(S(=O)(=O)N3CCOCC3)cc2)c1[N+](=O)[O-]
  -2, 9, 9, -5, 1.6, 3, -9, 9, 1
- O=C(O)CCCCCN1C(=O)C(O)=C(C(=O)/C=C/c2ccccc2)C1c1ccccc1[N+](=O)[O-] (stereo not drawn)
  0, 1, 5, -2, 2.4, -8, -1, -15, 10
- CC(NC(=O)c1cccc(S(=O)(=O)N2CCN(Cc3ccccc3)CC2)c1)c1ccccc1Cl (stereo not drawn)
  6, ·, 4, ·, ·, 3, ·, ·, 5
- CC(C)[C@@H](C(=O)NCC1CCC(C(=O)O)CC1)n1nnc2ccccc2c1=O (stereo partly drawn)
  2, -5, 12, -1, -0.9, 0, -1, 11, -12
- COc1ccc(COC(=O)C2CC(=O)N(Cc3ccc(C)cc3)C2)cc1 (stereo not drawn)
  1, -1, 2, 0, 0.2, -12, 6, -13, 0
- CC(C)NC(=O)CCc1nnc(Cc2cccc(C(F)(F)F)c2)o1
  -2, -58, -9, 1, 1.3, -3, -33, -43, 3
- O=C(NCc1ccco1)c1cc2sccc2n1Cc1ccc(F)cc1
  7, 4, 14, -2, -0.1, 1, 15, -11, 3
- COc1ccccc1C(=O)Oc1cc(N)n(S(=O)(=O)c2ccccc2)n1
  -7, -5, 2, 1, -1.1, -12, -2, -6, -1
- COc1ccc(Cl)cc1NC(=O)CN1CCN(S(=O)(=O)N2CCCCC2)CC1
  1, 26, 8, 3, 1.6, 21, 26, 3, -8
- O=C(O)C1C2C=CC(O2)C1C(=O)Nc1cccc(C(F)(F)F)c1 (stereo not drawn)
  4, -11, 11, -3, 2.2, -1, -20, -1, 1
- Cc1nn(C(=O)N2CCOCC2)c(C)c1CN1C(=O)c2ccccc2C1=O
  -1, 4, -1, 1, -0.1, 10, 15, 5, -9
- Cc1cc(C)n(-c2ccc(C(=O)O)cc2)n1
  -2, -7, -8, -3, -0.7, 1, -31, -20, -8
- CCCCCCCCCCCCS[C@H]1CS(=O)(=O)C[C@@H]1O
  0, -4, 7, -4, 0.9, 44, 26, 10, -11
- O=C(c1ccc(C(F)(F)F)cc1)N1CCCCC1
  2, -9, 28, 0, 0.1, -2, -8, 14, -13
- CCOC(=O)CSc1nnc(NC(=O)c2cccc([N+](=O)[O-])c2C)s1
  3, 0, 24, -3, -0.6, -2, 11, -2, -13
- Cc1cc(NC(=O)c2cccs2)n(-c2ccccc2)n1
  0, 1, 17, -1, -0.5, -7, 11, -11, 2
- CCNS(=O)(=O)c1ccc(NC(=O)CC(C)c2ccccc2)cc1 (stereo not drawn)
  6, -9, 13, -1, -1.2, 9, 0, -8, -14
- CCCNC(=O)N1CCN(S(=O)(=O)c2ccc(C)cc2)CC1
  10, -11, -1, -1, -1.4, 2, 29, 20, -4

Overlap with the part before: 7 compounds, followed by the next part.
Results follow in this order: CXCR6 inh, Jurkat NFkB inh, CCR6 antagonist, UPR XBP1 act, CHOP UPR activ, Gli-Sufu block, Mdm2-MdmX inh, 697 NFkB inh, EBI2 antag
- Cc1cc(C)n(-c2ccc(C(=O)O)cc2)n1
  -2, -7, -8, -3, -0.7, 1, -31, -20, -8
- CCCCCCCCCCCCS[C@H]1CS(=O)(=O)C[C@@H]1O
  0, -4, 7, -4, 0.9, 44, 26, 10, -11
- O=C(c1ccc(C(F)(F)F)cc1)N1CCCCC1
  2, -9, 28, 0, 0.1, -2, -8, 14, -13
- CCOC(=O)CSc1nnc(NC(=O)c2cccc([N+](=O)[O-])c2C)s1
  3, 0, 24, -3, -0.6, -2, 11, -2, -13
- Cc1cc(NC(=O)c2cccs2)n(-c2ccccc2)n1
  0, 1, 17, -1, -0.5, -7, 11, -11, 2
- CCNS(=O)(=O)c1ccc(NC(=O)CC(C)c2ccccc2)cc1 (stereo not drawn)
  6, -9, 13, -1, -1.2, 9, 0, -8, -14
- CCCNC(=O)N1CCN(S(=O)(=O)c2ccc(C)cc2)CC1
  10, -11, -1, -1, -1.4, 2, 29, 20, -4
- COc1ccc(NC(=O)C(Cc2ccccc2)NC(=O)c2ccco2)cc1OC (stereo not drawn)
  5, 5, 3, 0, -2.0, -3, 14, 11, -1
- O=C(N/N=C\c1cccc(OC(=O)c2ccco2)c1)c1ccc2c(c1)OCO2
  -5, -68, -19, 0, 2.8, -76, -53, -115, -7
- CCOC(=O)CC1C(=O)NCCN1C(=O)c1ccc(Cl)cc1Cl (stereo not drawn)
  -2, -5, 8, -4, -1.1, 15, -9, 8, -14
- COc1ccc(C(=O)Nc2cc(OC)cc(OC)c2)cc1
  2, -82, 3, -2, 8.9, -68, -15, -70, -8
- c1ccc(-c2cc3c(nn2)CCc2nonc2-3)cc1
  8, 0, 14, 2, 1.2, -2, 31, -5, 0
- O=C(Oc1ccc(OC(=O)N2CCCCC2)cc1)N1CCCCC1
  ·, -4, ·, 2, 1.8, ·, 14, 5, ·
- O=C1NC[C@@H](Cc2cccc3ccccc23)N(CCCCC2CCCCC2)C1=O
  6, -5, -13, -2, 2.4, -4, 19, 13, 6
- CSCC[C@H](NC(=O)Nc1cccc(Br)c1)C(=O)O
  5, -3, 0, -1, 1.5, 2, 11, 14, -2
- Cc1ccc(NC(=O)C2CCN(S(=O)(=O)c3c(C)[nH]c(=O)[nH]c3=O)CC2)cc1
  -10, 5, 2, -3, 1.5, 3, 2, 11, -4
- Cc1ccc(C(=O)NC(=S)Nc2ccccc2C(F)(F)F)c(C)c1
  -3, -5, 6, 2, 2.9, 8, 14, -20, 18
- COc1ccc(-n2c(SCC(=O)NCC3CCCO3)nc3c(c2=O)SC(C)C3)cc1 (stereo not drawn)
  -3, -12, 8, -2, 0.4, 2, 17, -20, 0
- Cc1ccc(/C=N/NC(=O)c2ccncc2)s1
  -16, -4, -5, -2, 1.1, 8, 0, -8, -6
- O=C(O)c1[nH]c2ccccc2c1C(c1ccccc1)c1c(C(=O)O)[nH]c2ccccc12
  -4, -4, 6, -5, 0.8, 1, 5, -9, 2
- O=C(COC(=O)/C=C/c1cccc(F)c1)Nc1ccc(Cl)cn1
  0, 2, 11, 1, 0.7, 2, -1, 1, -6

Assay outcomes (PubChem)
